# Screening results from PubChem BioAssay.
# INS-1E ATP HTS – INS-1E beta cell protection from cytokine death. INS-1E cytokine-induced death, ATP luminescence, 48 h; normalised: neutral wells 0, positive control 100. protection from cytokine-induced ATP loss, % at 10 µM. 20,000 compounds, 0.1% hits. AID 488910;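 active means mean replicate protection from cytokine-induced ATP loss at least 50% and at least 75% of replicates each reaching 50%; inconclusive means meets only one of the two criteria, mean or replicate share; inactive means fails both the mean and replicate share criteria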
#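 Assay system – rat INS-1E insulinoma cell line · Quantity – 8000 cells per well · Buffer or medium – RPMI without phenol red, 5% FBS · Schedule – 48 h co-treatment, 10 min post-lysis read · Technique – luminescent ATP assay (CellTiter-Glo)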
# T cruzi HTS – inhibitors of intracellular Trypanosoma cruzi; intracellular Trypanosoma cruzi in host cells, plate reader; activity score (inhibition), % at 5.01 µM; 22,000 compounds, 4.9% hits; in the data active means activity score above about 55%; inconclusive means no clear call, values can overlap the other calls;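 further: parasites and compound incubated about four days before reading; 0% = median of neutral control wells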
# * marks the source's active call; other numbers are inactive results; ? = inconclusive; nt = no result given. This is a subset; rates above refer to the full screens.
# Every second line gives: T cruzi HTS	INS-1E ATP HTS
1	Cc1noc(C)c1S(=O)(=O)Nc1cccc2c1O[C@H](CN(C)C(=O)Nc1ccccc1)[C@H](C)CN([C@@H](C)CO)C2=O
  4.6	4.8
2	O=C(NN=C1CCCCCC1)c1ccccc1O
  -6.2	-12.9
3	C[C@@H]1CN([C@@H](C)CO)C(=O)c2cc(NC(=O)Nc3ccccc3)ccc2O[C@@H]1CN(C)C(=O)Nc1ccccc1
  7.5	3.5
4	Cc1noc(C)c1S(=O)(=O)Nc1ccc2c(c1)CC(=O)N([C@@H](C)CO)C[C@@H](C)[C@@H](CN(C)C(=O)Nc1cccc3ccccc13)O2
  -4.5	10.3
5	C[C@@H]1CN([C@H](C)CO)C(=O)c2cc(NS(=O)(=O)c3ccccc3)ccc2O[C@H]1CN(C)C
  -6.3	5.4
6	C[C@@H]1CN([C@@H](C)CO)C(=O)c2cccc(NC(=O)Nc3ccc(F)cc3)c2O[C@H]1CN(C)C(=O)Nc1ccc(C(F)(F)F)cc1
  -0.3	-4.8
7	C[C@@H]1CN([C@@H](C)CO)C(=O)Cc2cc(NS(=O)(=O)c3ccc(F)cc3)ccc2O[C@@H]1CN(C)S(=O)(=O)c1ccc(Cl)cc1
  65.1*	-12.4
8	C[C@H](CO)N1C[C@H](C)[C@@H](CN(C)CC2CCCCC2)Oc2c(NC(=O)Nc3cccc4ccccc34)cccc2C1=O
  23.3	-12.8
9	Cc1ccc(S(=O)(=O)Nc2ccc3c(c2)C(=O)N([C@H](C)CO)C[C@H](C)[C@H](CN(C)S(=O)(=O)c2cn(C)cn2)O3)cc1
  -1.4	nt
10	Cc1ccc(S(=O)(=O)N(C)C[C@@H]2Oc3ccc(NC(=O)NC(C)C)cc3CC(=O)N([C@H](C)CO)C[C@H]2C)cc1
  -36.1	11.8
11	C[C@@H]1CN([C@H](C)CO)C(=O)c2cccc(NC(=O)C3CCOCC3)c2O[C@@H]1CN(C)Cc1ccc(C(=O)O)cc1
  -20.0	2.7
12	C[C@@H]1CN([C@@H](C)CO)C(=O)Cc2cc(NC(=O)CCC(F)(F)F)ccc2O[C@@H]1CN(C)Cc1ccc(Oc2ccccc2)cc1
  9.5	-62.2
13	COc1ccc(S(=O)(=O)N(C)C[C@H]2Oc3ccc(NS(=O)(=O)c4cccs4)cc3CC(=O)N([C@H](C)CO)C[C@H]2C)cc1
  2.2	1.2
14	COc1ccc(NC(=O)Nc2cccc3c2O[C@@H](CN(C)Cc2ccncc2)[C@@H](C)CN([C@H](C)CO)C3=O)cc1
  -3.2	6.3
15	COc1ccc(NC(=O)Nc2cccc3c2O[C@H](CN(C)S(=O)(=O)c2ccc(Cl)cc2)[C@H](C)CN([C@@H](C)CO)C3=O)cc1
  0.2	3.0

# Later entries
# Every second line gives: T cruzi HTS	INS-1E ATP HTS
16	COc1ccc(CN(C)C[C@@H]2Oc3c(NC(=O)NC4CCCCC4)cccc3C(=O)N([C@H](C)CO)C[C@@H]2C)cc1
  -23.7	-4.9
17	C[C@@H]1CN([C@H](C)CO)C(=O)c2cc(NC(=O)C3CC3)ccc2O[C@H]1CN(C)S(=O)(=O)c1cccs1
  -2.5	2.4
18	COc1ccc(S(=O)(=O)Nc2ccc3c(c2)C(=O)N([C@H](C)CO)C[C@H](C)[C@@H](CN(C)C(=O)Nc2ccc(C(F)(F)F)cc2)O3)cc1
  2.0	-8.2
19	COc1ccc(CN(C)C[C@@H]2Oc3ccc(NC(=O)Nc4c(C)noc4C)cc3C(=O)N([C@@H](C)CO)C[C@@H]2C)cc1
  -5.8	3.0
20	C[C@@H]1CN([C@H](C)CO)C(=O)c2cc(NC(=O)CCCN(C)C)ccc2O[C@H]1CN(C)Cc1ccncc1
  -26.0	-3.6
21	C[C@H]1CN([C@@H](C)CO)C(=O)c2cc(NC(=O)Nc3ccc4c(c3)OCO4)ccc2O[C@@H]1CN(C)S(C)(=O)=O
  -12.4	14.2
22	C[C@H]1CN([C@@H](C)CO)C(=O)c2cc(NS(=O)(=O)c3cn(C)cn3)ccc2O[C@@H]1CN(C)Cc1ccc(Cl)c(Cl)c1
  -6.0	nt
23	Cc1noc(C)c1NC(=O)Nc1ccc2c(c1)CC(=O)N([C@H](C)CO)C[C@@H](C)[C@@H](CN(C)S(=O)(=O)c1cn(C)cn1)O2
  -46.7	11.4
24	C[C@H](CO)N1C[C@H](C)[C@H](CN(C)CC2CCCCC2)Oc2c(NS(=O)(=O)c3ccc(Cl)cc3)cccc2C1=O
  -40.9	-9.3
25	COc1ccc(CN(C)C[C@@H]2Oc3ccc(NS(=O)(=O)c4cccs4)cc3C(=O)N([C@@H](C)CO)C[C@H]2C)cc1
  -9.1	-5.2
26	C[C@H]1CN([C@@H](C)CO)C(=O)c2cc(NC(=O)C3CC3)ccc2O[C@H]1CN(C)C(=O)Nc1ccc2c(c1)OCO2
  -10.3	2.7
27	C[C@H](CO)N1C[C@H](C)[C@H](CN(C)S(=O)(=O)c2ccccc2)Oc2ccc(NC(=O)Cc3ccccc3)cc2CC1=O
  13.3	6.9
28	CNC[C@@H]1Oc2c(NC(=O)Nc3c(C)noc3C)cccc2C(=O)N([C@H](C)CO)C[C@@H]1C
  -9.0	2.8
29	C[C@H](CO)N1C[C@H](C)[C@H](CN(C)C)Oc2ccc(NS(C)(=O)=O)cc2C1=O
  -6.0	11.8
30	O=C(O)CCCCCCC(=O)N/N=C/c1ccccc1Cl
  -17.4	12.5

# Carrying on.
# Every second line gives: T cruzi HTS	INS-1E ATP HTS
31	C[C@H](CO)N1C[C@H](C)[C@H](CN(C)Cc2ccc(C(F)(F)F)cc2)Oc2ccc(NC(=O)CCC(F)(F)F)cc2C1=O
  21.7	-11.2
32	O=C(O)CCCCCC(=O)N/N=C/c1c(O)ccc2ccccc12
  -9.1	11.2
33	C[C@H](CO)N1C[C@H](C)[C@H](CN(C)Cc2ccccc2)Oc2ncc(Br)cc2C1=O
  -3.1	nt
34	C[C@H](CO)N1C[C@H](C)[C@@H](CN(C)CC2CC2)Oc2ccc(NS(=O)(=O)c3ccc(F)cc3)cc2C1=O
  11.7	2.0
35	C[C@H](CO)N1C[C@H](C)[C@H](CN(C)S(=O)(=O)c2cccc(F)c2)Oc2ncc(-c3cccc(C(F)(F)F)c3)cc2C1=O
  59.5*	nt
36	C[C@@H]1CN([C@H](C)CO)C(=O)c2cc(NC(=O)C3CCCCC3)ccc2O[C@@H]1CN(C)C
  -21.4	5.4
37	C[C@H]1CN([C@@H](C)CO)C(=O)c2cc(NC(=O)Nc3cccc4ccccc34)ccc2O[C@@H]1CN(C)S(=O)(=O)c1ccccc1
  21.9	-9.0
38	COc1ccc(NC(=O)Nc2ccc3c(c2)C(=O)N([C@H](C)CO)C[C@H](C)[C@H](CN(C)C(=O)Nc2cccc4ccccc24)OCCCC[C@@H](C)O3)cc1
  -40.1	3.7
39	C[C@H]1CN([C@@H](C)CO)C(=O)c2cccc(NC(=O)c3ccc(-c4nccs4)cc3)c2O[C@H]1CN(C)S(=O)(=O)c1ccc(Cl)cc1
  -35.0	-12.6
40	COc1ccc(NC(=O)N(C)C[C@H]2OCCCC[C@@H](C)Oc3ccc(NS(C)(=O)=O)cc3C(=O)N([C@H](C)CO)C[C@@H]2C)cc1
  nt	-9.0
41	C[C@@H]1CN([C@@H](C)CO)C(=O)Cc2cc(NS(C)(=O)=O)ccc2O[C@@H]1CN(C)Cc1ccc(Cl)c(Cl)c1
  15.0	-10.3
42	C[C@@H]1CN([C@@H](C)CO)C(=O)Cc2cc(NS(=O)(=O)c3ccccc3)ccc2O[C@@H]1CN(C)S(=O)(=O)c1ccc(Cl)cc1
  67.0*	-6.4
43	C[C@@H]1CN([C@H](C)CO)C(=O)CCCn2nncc2CO[C@@H]1CN(C)Cc1cccc(C(=O)O)c1
  -15.6	nt
44	C[C@@H]1CN([C@H](C)CO)C(=O)CCCn2cc(nn2)CO[C@@H]1CN(C)C(=O)c1ccccc1
  -0.5	nt
45	C[C@@H]1CN([C@@H](C)CO)C(=O)c2cc(NC(=O)Cc3ccccc3)ccc2O[C@@H]1CN(C)Cc1ccccc1
  -5.0	-12.9

# New compounds follow.
# Every second line gives: T cruzi HTS	INS-1E ATP HTS
46	CC(C)NC(=O)N(C)C[C@H]1Oc2ccc(NC(=O)C3CCCCC3)cc2C(=O)N([C@H](C)CO)C[C@@H]1C
  -3.2	-9.8
47	C[C@H]1CN([C@@H](C)CO)C(=O)c2cccc(NC(=O)c3cnccn3)c2O[C@@H]1CN(C)C
  -24.8	3.9
48	C[C@@H]1CN([C@H](C)CO)C(=O)CCCn2nncc2CO[C@H]1CN(C)S(=O)(=O)c1cccc(F)c1
  -21.0	nt
49	C[C@@H]1CN([C@H](C)CO)C(=O)Cc2cc(NC(=O)Cc3cn(C)c4ccccc34)ccc2O[C@@H]1CN(C)Cc1ccc2c(c1)OCO2
  ?	-21.1
50	C[C@H](CO)N1C[C@H](C)[C@H](CN(C)C)Oc2c(NC(=O)Nc3ccc(F)cc3)cccc2C1=O
  -9.7	-2.7
51	C[C@@H]1CN([C@@H](C)CO)C(=O)c2cc(NC(=O)C3CC3)ccc2O[C@@H]1CN(C)C(=O)Nc1ccc2c(c1)OCO2
  -8.1	4.8
52	COc1ccc(NC(=O)Nc2cccc3c2O[C@H](CN(C)Cc2ccc(Cl)c(Cl)c2)[C@@H](C)CN([C@H](C)CO)C3=O)cc1
  35.1	-18.4
53	C[C@H](CO)N1C[C@H](C)[C@H](CN(C)C(=O)NC2CCCCC2)Oc2ncc(C#Cc3ccc(C(F)(F)F)cc3)cc2C1=O
  88.3*	-26.8
54	C[C@H]1CN([C@@H](C)CO)C(=O)CCCn2nncc2CO[C@H]1CN(C)Cc1ccc(-c2ccccc2)cc1
  -12.6	nt
55	CC(C)NC(=O)Nc1ccc2c(c1)CC(=O)N([C@H](C)CO)C[C@@H](C)[C@@H](CN(C)CC1CCCCC1)O2
  -8.3	-0.7
56	COc1ccc(NC(=O)Nc2ccc3c(c2)C(=O)N([C@@H](C)CO)C[C@H](C)[C@H](CN(C)S(=O)(=O)c2ccc(C)cc2)O3)cc1
  -10.2	-3.8
57	CC(C)NC(=O)N(C)C[C@H]1Oc2ccc(NS(=O)(=O)c3ccccc3)cc2C(=O)N([C@@H](C)CO)C[C@@H]1C
  -4.2	7.4
58	Cc1noc(C)c1S(=O)(=O)N(C)C[C@H]1Oc2ccc(NC(=O)NC3CCCCC3)cc2CC(=O)N([C@@H](C)CO)C[C@H]1C
  4.9	3.8
59	COc1ccc(S(=O)(=O)Nc2cccc3c2O[C@H](CN(C)S(=O)(=O)c2ccc(Cl)cc2)[C@@H](C)CN([C@H](C)CO)C3=O)cc1
  16.8	5.1
60	COc1ccc(S(=O)(=O)N(C)C[C@@H]2Oc3ccc(NC(=O)C4CC4)cc3C(=O)N([C@H](C)CO)C[C@H]2C)cc1
  -4.6	-3.3

# A draw from above in order of heavy-atom count, lowest first.
# Every second line gives: T cruzi HTS	INS-1E ATP HTS
50	C[C@H](CO)N1C[C@H](C)[C@H](CN(C)C)Oc2c(NC(=O)Nc3ccc(F)cc3)cccc2C1=O
  -9.7	-2.7
60	COc1ccc(S(=O)(=O)N(C)C[C@@H]2Oc3ccc(NC(=O)C4CC4)cc3C(=O)N([C@H](C)CO)C[C@H]2C)cc1
  -4.6	-3.3
58	Cc1noc(C)c1S(=O)(=O)N(C)C[C@H]1Oc2ccc(NC(=O)NC3CCCCC3)cc2CC(=O)N([C@@H](C)CO)C[C@H]1C
  4.9	3.8

# Further structures follow.
# Every second line gives: T cruzi HTS	INS-1E ATP HTS
61	O=C(CCCCCCC(=O)Nc1ccccc1O)N/N=C/c1ccc(Br)o1
  -17.8	16.9
62	C[C@@H]1CN([C@H](C)CO)C(=O)c2cccc(NS(=O)(=O)c3cccs3)c2O[C@@H]1CN(C)Cc1ccc2c(c1)OCO2
  4.5	6.8
63	CNC[C@@H]1Oc2ccc(NC(=O)NC(C)C)cc2CC(=O)N([C@H](C)CO)C[C@H]1C
  -26.1	0.5
64	COc1ccc(NC(=O)N(C)C[C@H]2Oc3ccc(NC(=O)Nc4c(C)noc4C)cc3CC(=O)N([C@@H](C)CO)C[C@@H]2C)cc1
  -2.1	-5.8
65	C[C@@H]1CN([C@@H](C)CO)C(=O)c2cccc(N(C)C)c2O[C@H]1CN(C)Cc1ccc(C(F)(F)F)cc1
  17.8	-4.0
66	C[C@H]1CN([C@@H](C)CO)C(=O)c2cc(NS(=O)(=O)c3ccccc3)ccc2O[C@H]1CN(C)S(=O)(=O)c1ccccc1
  31.5	-5.0
67	COc1ccc(NC(=O)Nc2ccc3c(c2)CC(=O)N([C@@H](C)CO)C[C@H](C)[C@H](CN(C)S(=O)(=O)c2c(C)noc2C)O3)cc1
  -6.5	4.5
68	Cc1ccc(S(=O)(=O)Nc2ccc3c(c2)C(=O)N([C@H](C)CO)C[C@@H](C)[C@@H](CN(C)C)O3)cc1
  -5.3	-2.6
69	C[C@H]1CN([C@@H](C)CO)C(=O)c2cc(NC(=O)C3CCCCC3)ccc2O[C@@H]1CN(C)Cc1ccc2c(c1)OCO2
  11.5	-16.3
70	C[C@@H]1CN([C@H](C)CO)C(=O)Cc2cc(NC(=O)Nc3ccc(C(F)(F)F)cc3)ccc2O[C@H]1CN(C)Cc1ccc(-c2ccccc2)cc1
  ?	-66.9
71	O=C(CCCCC(=O)N/N=C/c1ccc(F)c(Oc2ccccc2)c1)NO
  -1.2	49.4
72	C=C(C)[C@@H]1CC=C(/C=N/NC(=O)c2ccccc2O)CC1
  -21.6	-22.4
73	COc1ccc(S(=O)(=O)N(C)C[C@@H]2OCCCC[C@@H](C)Oc3ccc(NC(=O)Nc4ccc(F)cc4)cc3C(=O)N([C@H](C)CO)C[C@@H]2C)cc1
  14.3	0.2
74	C[C@H](CO)N1C[C@H](C)[C@@H](CN(C)S(=O)(=O)c2ccc(F)cc2)Oc2ccc(NC(=O)CCCN(C)C)cc2C1=O
  -14.0	nt
